# ARNT TACC3 PPI – disruptors of ARNT/TACC3 protein interaction, primary screen, biochemical, AlphaScreen, single concentration; Transforming acidic coiled-coil-containing protein 3 (Homo sapiens), Q9Y6A5; AlphaScreen His-ARNT PAS-B/GST-TACC3 binding, luminescence; TACC3 fragment carries E629A point mutation; inhibition, % at 9.99 µM; 0.66% of 390,000 active; AID 623870, 2012;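 active = mean inhibition of replicates at least 50% and at least half of replicates each reaching 50%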;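 note: 0% = complete ARNT plus TACC3 wells and 100% = ARNT alone without TACC3; many hits fall short of the cut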
# An asterisk follows results filed as active.
SMILES,ARNT TACC3 PPI
O=c1ccn(-c2cccc(C(F)(F)F)c2)nc1-c1ccn(-c2cccc(Cl)c2)n1,2.0
CCOC(=O)c1c(NC(=O)COC(=O)CCOc2ccc(OCC)cc2)sc(C(=O)N(C)C)c1C,10.1
CCOC(=O)c1c(C)[nH]c(C(=O)CN2CC(C)OC(C)C2)c1C (stereo unspecified),23.1
Cc1ccccc1C(=O)NC1CCN(C(=O)N2CCOCC2)CC1,-4.4
N=C1C(c2nc3ccccc3[nH]2)=C(O)CN1c1ccc(CC(=O)O)cc1,11.4
Cn1c(N)c(C(=O)CSc2ccc3c(c2)OCCO3)c(=O)n(C)c1=O,-1.6
CCCc1nnc(SCC(=O)N2CCOCC2)n1C,3.4
CC1CCC(C(=O)NC(C(=O)NCCN2CCC(C)CC2)C(C)C)CC1 (stereo unspecified),-5.7
Cc1cc(NC(=O)COc2ncnc3sc(C)c(C)c23)no1,-3.4
COc1ccc(C(=O)Nc2ccc(S(=O)(=O)Nc3nccnc3OC)cc2)cc1OC,27.4
CCn1c(COc2ccc(C(C)C)cc2)nnc1SCC(=O)Nc1nccs1,2.9
COc1ccc(S(=O)(=O)Nc2cc3c4c(c2)C(C)C(=O)N4CCC3)cc1OC (stereo unspecified),3.7
O=C(CCCCCN1C(=O)c2ccccc2C1=O)NCc1ccccn1,8.0
Cn1c(NCCCN2CCOCC2)nc2c1c(=O)n(Cc1ccc(Cl)cc1)c(=O)n2C,6.8
Cc1ccnc(NS(=O)(=O)c2ccc(Oc3ccccc3)cc2)c1,-1.8
O=C(CN1CCN(c2ccc(F)cc2)CC1)Nc1cccc(C(F)(F)F)c1,-2.0
CCN1CCN(C(=S)c2ccc(Cl)c(Cl)c2)CC1,6.0
Cn1c(CNC(=O)c2ccco2)nnc1SCC(=O)Nc1cccc(Br)c1,-2.8
Cc1nc2ccccc2c2oc(C(=O)N3CCC(N4CCCCC4)CC3)cc12,6.6
CNC(=O)Cn1ncc2c3ccccc3n(C)c2c1=O,-4.7
COc1ccc(S(=O)(=O)N(n2c(C)nnc2-n2nc(C)cc2C)S(=O)(=O)c2ccc(OC)cc2)cc1,4.7
COc1ccccc1N1CCN(c2nc(N)c(C#N)c(CC#N)c2C#N)CC1,-2.0
NC(=O)Nc1ccc(F)cc1,-4.5
Cc1nnc(SCCCn2c(N3CCN(c4ccccc4)CC3)nc3c2c(=O)[nH]c(=O)n3C)s1,27.7
CC(C)(C)c1ccc(C(=O)Nc2ccccc2NC(=O)c2ccco2)cc1,-7.7
Cc1ccc(-c2nc3cc(N)ccc3o2)cc1,-16.6
Cc1nc2c(C(=O)N3CCN(C)CC3)cnn2c(C)c1Cc1ccc(Cl)cc1,2.4
CCOC(=O)N1CCC(NC(=O)Cn2cccc2C(=O)c2ccccc2)CC1,-6.3
COC(=O)c1ccccc1NC(=O)c1cncc(Br)c1,-7.1
COc1cc(NC(=O)Cc2cccs2)ccc1-n1cnnn1,-13.2

# Retrieved by compound from above, 7 records:
SMILES,ARNT TACC3 PPI
CC(C)(C)c1ccc(C(=O)Nc2ccccc2NC(=O)c2ccco2)cc1,-7.7
Cc1nc2ccccc2c2oc(C(=O)N3CCC(N4CCCCC4)CC3)cc12,6.6
COC(=O)c1ccccc1NC(=O)c1cncc(Br)c1,-7.1
CCN1CCN(C(=S)c2ccc(Cl)c(Cl)c2)CC1,6.0
COc1cc(NC(=O)Cc2cccs2)ccc1-n1cnnn1,-13.2
Cc1nnc(SCCCn2c(N3CCN(c4ccccc4)CC3)nc3c2c(=O)[nH]c(=O)n3C)s1,27.7
NC(=O)Nc1ccc(F)cc1,-4.5

# Some of the entries above, set out differently.
SMILES: Cc1ccccc1C(=O)NC1CCN(C(=O)N2CCOCC2)CC1
  ARNT TACC3 PPI = -4.4
SMILES: COc1ccccc1N1CCN(c2nc(N)c(C#N)c(CC#N)c2C#N)CC1
  ARNT TACC3 PPI = -2.0
SMILES: N=C1C(c2nc3ccccc3[nH]2)=C(O)CN1c1ccc(CC(=O)O)cc1
  ARNT TACC3 PPI = 11.4
SMILES: Cc1nnc(SCCCn2c(N3CCN(c4ccccc4)CC3)nc3c2c(=O)[nH]c(=O)n3C)s1
  ARNT TACC3 PPI = 27.7

# (list continues)
SMILES,ARNT TACC3 PPI
O=C1Nc2ccccc2C1(O)Cc1ccncc1 (stereo unspecified),-8.6
COc1ccc(-n2c(C)c(C)c3c(NCCO)ncnc32)cc1,-1.1
CCCOc1ccc(CSc2nc3ccccc3[nH]2)cc1,-2.6
Cc1cc(C)c(NC(=O)C2CC3CCC2C3)c(C)c1 (stereo unspecified),-4.2
Cc1ccc(OCC(=O)N/N=C\c2ccco2)c(C)c1,9.3
CCOC(=O)NC(c1ccccc1)C1CCCCC1=O (stereo unspecified),0.0
CCOC(=O)Cc1csc(NC(=O)c2ccc(S(=O)(=O)N3CCCCC3)cc2)n1,7.1
CCC(C(=O)NC1CCCCC1)N(CC1CCCO1)C(=O)CNS(=O)(=O)c1ccc(OC)cc1 (stereo unspecified),-5.0
C=CCNC(=O)c1ccccc1NC(=O)c1ccccc1C,-7.8
Cc1cccc(NC(=O)CSc2ncnc3nc[nH]c23)c1,2.1
Cc1oc(C(C)(C)C)cc1C(=O)Nc1cccc(/C=C/C(=O)O)c1,-23.0
COc1ccc(-c2nnc(N(C)C(=O)C3CCCO3)s2)cc1 (stereo unspecified),-6.0
COc1ccc(OC)c(S(=O)(=O)N(C)CC(=O)N2CCc3ccccc3C2)c1,3.9
CCN(CC)CC(=O)Nc1nc(-c2ccc(Cl)cc2)cs1,0.9
CC1(C)Cc2ccccc2-c2nnc(SCC(=O)N3CCc4ccccc43)n21,-4.1
CCCc1cc(=O)n2[nH]c(-c3ccc(Br)cc3)cc2n1,-3.0
COC(=O)c1[nH]c2c(c1C)C(=O)CC(c1cccs1)C2 (stereo unspecified),-12.0
O=C(NCc1nc2ccccc2[nH]1)c1cccc(S(=O)(=O)N2CCOCC2)c1,-2.8
CCC(=O)NC(c1ccccc1)c1nc2ccccc2[nH]1 (stereo unspecified),-9.5
COc1ccc(NC2=NCC(=O)N2c2ccccc2F)cc1,-1.1
Cc1cccn2cc(CSc3ccccc3N)nc12,0.8
COc1cccc(-c2nn(C)c3sc(C(=O)Nc4ccc5c(c4)OCCO5)cc23)c1,4.3
CCCCCC(=O)NC(NC(=S)N1CCOCC1)C(Cl)(Cl)Cl (stereo unspecified),-6.6
O=C(O)CSc1sc(=S)sc1SCC(=O)O,2.3
CC(C)C(c1nnnn1Cc1ccc(F)cc1)N1CCN(C(=O)c2ccco2)CC1 (stereo unspecified),-9.5
CCN(CC)CCOC(=O)C12CC3CC(CC(C3)C1)C2,-6.6
Cc1ccccc1C(=O)Nc1ccccc1Sc1ccccc1,-8.5
CCOc1ccc(C(=O)NN2C(=O)C3C4C=CC(O4)C3C2=O)cc1 (stereo unspecified),-3.4
COc1ccc(Cl)cc1NC(=O)COC(=O)/C=C/c1c(C)nn(C2CCS(=O)(=O)C2)c1Cl (stereo unspecified),-2.2
CC(Sc1nnc2ccccn12)C(=O)Nc1ccc(Cl)cn1 (stereo unspecified),-6.6
CCOC(=O)c1c(C)n(-c2ccc(C)cc2)c2c(CC(C)=O)c(Br)c(OC)c(O)c12,0.3
O=C(CN1C(=O)CCSc2ccccc21)Nc1ccc2c(c1)OCO2,10.6
COc1ccc(CCC(=O)N2CC(C)OC(C)C2)cc1 (stereo unspecified),-7.2
O=C(CSc1cccc(C(F)(F)F)c1)NC(=O)NCc1ccco1,-4.6
CCOc1ccccc1NC(=O)c1ccc2nccnc2c1,-2.8
Cc1ccc(C(=O)COC(=O)c2cccc(NC(=O)c3ccc([N+](=O)[O-])cc3[N+](=O)[O-])c2)cc1,-1.7
CCCN(CCC)CCNC(=O)C1c2ccccc2C(=O)N(CCOC)C1c1ccc(F)cc1 (stereo unspecified),-3.0
CSCCC(NC(=O)C12CC3CC(CC(C3)C1)C2)C(=O)OCC(=O)c1ccc(Cl)cc1 (stereo unspecified),18.6
Cc1cc(Nc2cccc(F)c2)nc(-c2ccccc2O)n1,3.8
CCSC(=O)N(CC)CC(=O)Nc1c(CC)cccc1CC,2.2
C/C(=N\NC(=O)c1cc2ccccc2cc1O)c1ccc2c(c1)OCO2,-5.8
O=C(CC1OC(=O)c2ccccc21)NC1CCCCC1 (stereo unspecified),-0.9
O=C(Cc1cccs1)NCc1ccc2c(c1)OCO2,-6.5
O=C(NCc1ccccn1)C1COc2ccccc2O1 (stereo unspecified),-23.4
O=c1[nH]c2ccccc2n1Cc1ccc(Cl)cc1,-2.8
COc1ccc(CC(=O)Nc2ccc(N3CCN(c4ccc(OC)cc4)CC3)c(C#N)c2)cc1,-0.3
COc1cc(/C=N/NC(=O)c2ccncc2)ccc1OC(=O)c1ccc([N+](=O)[O-])cc1,-7.2
Cc1csc(N(C(=O)c2ccc(S(=O)(=O)N(C)C)cc2)c2ccccc2)n1,-4.4
Cc1ccc2c(c1)N(CC(=O)Nc1ccc3c(c1)OCCO3)C(=O)CO2,-5.0
COC(=O)c1cc(NCc2cccs2)ccc1N1CCOCC1,-42.1
CC(C)(C)NC(=O)CSc1nnc(CN2CCCCCC2=O)n1-c1ccccn1,-23.2
O=C(Nc1cc(=O)c2ccccc2o1)N1CCOCC1,-7.8
O=S(=O)(c1ccccc1)N1CCN(C2CCCCCCC2)CC1,-6.0
O=C(COC(=O)CCc1ccccc1)Nc1cc([N+](=O)[O-])ccc1F,6.0
CCn1c(CCNC(=O)c2ccc(Cl)cc2)nnc1SCC(=O)NC1CCCC1,-9.7
COc1cc(OC)c2c(-c3cccc(-c4ccc(CO)cc4)c3)cc(=O)oc2c1,1.5
O=C(Cc1ccc(NS(=O)(=O)c2ccc(F)cc2)cc1)NCc1ccccc1,2.0
CCCCCCCOc1ccc(OC(=O)c2cccnc2)cc1,6.4
Nc1nnc(CCC2CCCCC2)s1,-9.8
O=C(NCc1ccccn1)c1cc2n(n1)C(C(F)(F)F)CC(c1ccco1)N2 (stereo unspecified),9.0

# The results go on:
SMILES,ARNT TACC3 PPI
Cc1ccc(S(=O)(=O)NC2=NCN(CCOC(=O)c3ccc([N+](=O)[O-])cc3)CN2)cc1,-4.7
O=C(/C(=C/c1ccc(Cl)cc1)c1nc2ccccc2[nH]1)c1cccs1,5.4
NC(=O)c1nsc(C(=O)N(CC(=O)NCc2ccc3c(c2)OCO3)C2CCCC2)c1N,-5.1
O=C(c1cc(F)c(F)cc1Cl)N1CCCCC1,-6.6
c1csc(CSc2nc3ccccc3s2)c1,-5.7
CC(C)(C)c1ccc(C(=O)NNC(=O)c2cccc(Br)c2)cc1,3.4
Cc1ccc2[nH]c(C(=O)O)c(NC(=O)CN3CCN(c4cccc(C)c4C)CC3)c2c1,2.2
CCOC(=O)Nc1nnc(-c2ccccc2OC)s1,-13.6
O=C(Nc1ccc2c(c1)OCCO2)N1CCN(c2ccc(F)cc2)CC1,-2.1
O=C(Nc1ccc2c(c1)OCO2)c1cncc(Br)c1,-11.7
Cc1c(NC(=O)CSc2nnc(-c3cccc(Cl)c3)o2)c(=O)n(-c2ccccc2)n1C,34.2
CCc1ccc(-c2cc(C(=O)NN3CCOCC3)c3ccccc3n2)cc1,-1.9
CC1Cc2ccccc2N1C(=O)CSc1ncccc1C(=O)O (stereo unspecified),-4.9
COc1ccc(C2(C)NC(=O)N(CC(=O)Nc3ccc4c(c3)OCO4)C2=O)cc1OC (stereo unspecified),2.6
COc1cccc(CNC(=O)C(CCSC)NS(=O)(=O)c2ccc3c(c2)oc(=O)n3C)c1 (stereo unspecified),-4.1
O=C(NCc1cn2ccsc2n1)Nc1cccc(Cl)c1,-1.5
CCc1ccccc1N(C)C(=O)CCc1nc(-c2ccc(C)cc2)no1,-6.8
Oc1cccc(-c2nc3ccc4ccccc4c3c3c2CCC3)c1,2.7
COc1cc(-c2nnc(SCC(=O)Nc3ccc4c(c3)OCCO4)o2)cc(OC)c1OC,3.0
O=C(CSC1=NCCS1)NCc1ccco1,-6.0
Cc1cccc(C)c1NC(=O)C(=O)NCc1ccccn1,-0.1
COc1cccc2cc3c(=O)oc4ccccc4c3nc12,-10.7
Cn1c(=O)oc2cc(S(=O)(=O)N3CCC(N4CCCCC4)CC3)ccc21,-5.0
O=C(NC1CCCC1)C(c1ccc(F)cc1)N(C(=O)Cc1cccs1)c1ccc2c(c1)OCCO2 (stereo unspecified),-5.5
COc1ccccc1NC(=O)COc1ccc(/C=N/NS(=O)(=O)c2ccc(C)cc2)cc1,1.3
CCCCc1nc(NCCNC(=O)c2ccccc2)c(C#N)c2c1CSC(C)(C)C2,-2.3
O=C(CCN1C(=O)C2C3C=CC(C3)C2C1=O)N1CCN(c2cccc(Cl)c2)CC1 (stereo unspecified),6.7
CN1CCN(C(=O)c2ccccc2N(Cc2ccccc2)S(C)(=O)=O)CC1,0.0
O=S(=O)(c1ccc2ccccc2c1)n1cnc2ccccc21,-2.8
Cc1ncoc1C(=O)Nc1cccc(Cl)c1C,4.2
CCS(=O)(=O)n1nc(-c2ccc(C)cc2)nc1N,-3.6
COc1cc(C)nc(Oc2ccc(/C=N/O)cc2)n1,-2.1
O=C(COC(=O)c1cccc(NC(=O)c2ccco2)c1)c1ccc(Br)cc1,-7.9
Cc1cc(C(=O)NCCCn2ccnc2)sc1-c1ccccc1,13.6
Cc1ccc(-c2cc(C(F)(F)F)nc(SCC(=O)c3cccc([N+](=O)[O-])c3)n2)cc1,-10.6
Cc1c(C(=O)N2CCOCC2)sc2ncnc(N3CCc4ccccc4C3)c12,6.6
Cc1ccc(-c2nnn(CC(=O)Nc3ccc(S(=O)(=O)N4CCC(C)CC4)cc3)n2)cc1,-6.6
N=C1C(c2nc(-c3ccc(Cl)cc3)cs2)=C(O)CN1CCCN1CCOCC1,-8.6
CC(=O)[C@H]1[C@@H]2C(=O)N(c3cccc(Cl)c3)C(=O)[C@@H]2[C@H]2c3ccccc3C=CN21,24.1*
CC(=O)N1c2ccccc2C(=O)OC1c1cccnc1 (stereo unspecified),-4.4
COc1cc(C2C3=C(CC(C)(C)CC3=O)N(C)C(=O)N2C)cc(OC)c1OC (stereo unspecified),-5.2
Fc1ccccc1/C=N/n1cnnc1,10.6
Nc1nnc(SCC(=O)N2CCN(c3cccc(Cl)c3)CC2)n1-c1ccccc1,0.1
Cc1cccn2c(=O)c3cc(C(=O)NCc4ccco4)c(=N)n(C4CCCCC4)c3nc12,7.3

# These rows are one share of the data; the hit share may differ from the screen's.
